Compound activity (PubChem BioAssay)
C2C12 statin: suppression of simvastatin myotoxicity; rescue of ATP level, % at 7.49 µM; C2C12 myotubes + simvastatin, ATP luminescence, 48 h; scaled: DMSO 0, geranylgeraniol control 100; 330,000 tested, 0.78% active;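 active = mean ATP rescue above about 67%, or every replicate alone reaching that limit, limit read from the data, passing the limit was not always enough; inconclusive = no clear call, values can overlap the other calls; inactive = mean under the limit and some replicate under it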;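 also: myotubes were challenged with 10 µM simvastatin during compound exposure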
S100A4 inh HTS: S100A4-myosin IIA interaction inhibition; inhibition, % at 10.7 µM; 360,000 tested, 0.14% active; S100A4/TAMRA-MyoIIA peptide fluorescence polarization;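 active = mean inhibition of at least 70% across replicates, with every replicate also reaching that level; inconclusive = mean inhibition reaches 70% but some replicates fall short; inactive = mean inhibition below 70%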
Target sequence (P26447 whole entry, looked up): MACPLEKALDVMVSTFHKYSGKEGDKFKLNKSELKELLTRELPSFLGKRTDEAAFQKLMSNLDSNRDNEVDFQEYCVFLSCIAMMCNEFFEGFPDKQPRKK
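Test system: S100A4 monomer protein; Medium: HEPES pH 7.2 with CaCl2, KCl, NaCl, DTT, Triton; Probe or stimulus: TAMRA-labelled myosin IIA heavy-chain peptide probe, 5 nM; Doses: one dose per compound; Times: polarization read 5 min after assay mix addition, stable 5–60 min; Benchmarks: neutral control DMSO, positive control TFP.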
LGR2 antag: blocks bursicon-induced cAMP signaling via Drosophila LGR2; AID 720647; inhibition, % at 9.99 µM; HEK293 LGR2, CRE-luciferase, bursicon-stimulated, 4 h; 380,000 tested, 0.35% active;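 active = drop in luminescence signal, shown as inhibition above about 50% in the replicate tests, limit read from the data, passing the limit was not always enough; inconclusive = probably only some replicates passing the limit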;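 also: agonist challenge used bursicon conditioned medium at about half maximal strength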
PGC1a acetyl inh: modulators of PGC1a acetylation | inhibition, % at 15.6 µM | 350,000 tested, 0.17% active | U2OS PGC1a acetylation, AlphaScreen anti-acetyl-lysine; with virally co-expressed GCN5 acetyltransferase;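 active = every replicate shows inhibition of at least 40%; inconclusive = mean inhibition at least 40% but some replicate below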;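 also: 0% = neutral control wells and 100% = positive control wells; some results beyond the cut were filed as inactive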
Xi reactivation: X-chromosome reactivation activator. activation, % at 7.58 µM. 360,000 tested, 0.055% active. XiGFP mouse fibroblasts, % GFP-positive cells imaging, 3 d; cells co-treated with 5-aza-dC sensitizer; scaled so ellipticine positive control = 100%. AID 743238;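 active = mean normalized replicate activation at least 10% and every replicate at or above 10%; inconclusive = only one of the two criteria met; inactive = mean below 10% and not all replicates reach 10%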;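 also: 0% = median of on-plate neutral control wells and 100% = ellipticine 6 µM median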
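System: 68-5-11 XiGFP fibroblast line | Buffer or medium: DMEM containing 5-aza-dC | Compound: Single point | Times: Compounds 3 days, fix/stain 15 min at room temperature | Benchmarks: Positive control ellipticine, 6 µM final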
Cneo AK release: causes C. neoformans cell lysis; adenylate kinase release luminescence, 4 h; normalised: neutral wells 0, clomiphene wells 100; lysis activity, % at 15 µM; 360,000 tested, 0.2% active; AID 651654;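 active = mean lysis activity across replicates of at least 80%, whatever share of replicates individually reach that level; inactive = mean lysis activity below 80%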
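Material – Cryptococcus neoformans yeast cells · Quantity – 5 × 10^6 yeast cells/mL · Buffer or medium – YPD medium · Compound – single dose · Timing – 4 h static compound exposure, 37 °C, read 1 h post-reagent · Signal – adenylate kinase release luminescence · Read-out basis – lysis from increased AK signal · Benchmarks – Clomiphene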
* hit, by the source's call; ? = inconclusive; . = not tested or not shown; & = joins results of further samples. Only part of the results is shown (hit frequency here may not be typical).

SMILES	C2C12 statin	S100A4 inh HTS	LGR2 antag	PGC1a acetyl inh	Xi reactivation	Cneo AK release
COc1ccc(-c2cc(=NCC(=O)O)c3ccccc3o2)cc1	11	.	.	.	.	.
CCC1(CC)C(=O)NC(=NCCc2c[nH]c3ccccc23)NC1=O	.	.	.	.	.	8
O=c1c2cc(Cl)cc(Cl)c2nc(CN2CCOCC2)n1-c1ccccc1F	.	.	.	.	.	-2
CCCCN1C(=O)/C(=C\c2ccco2)C(=O)N(CCc2ccccc2)C1=O	.	.	.	.	.	-1
CN=C(SCc1cc2c(cc1Cl)OCO2)c1c(O)n(C)c(=O)n(C)c1=O	.	.	.	.	.	1
CCC1CN(C)CCC1(OC(C)=O)c1ccccc1 (centres undefined)	.	.	.	.	.	-2
CC(=NCCC1=CCCCC1)c1c(O)n(C)c(=O)n(C)c1=O	.	.	.	.	.	-4
COc1ccc(N=C(C)c2c(O)n(C3CCCCC3)c(=O)[nH]c2=O)c(OC)c1	.	.	.	.	.	20
Fc1ccc2c(c1)nnn2C1CCN(Cc2ccccc2)CC1	.	.	.	.	.	11
O=C(C1CC(c2ccc(F)cc2)=NO1)N1CCC2(CC1)OCCO2 (centres undefined)	.	.	.	-1	.	.
CCC(=NCc1ccco1)c1c(O)[nH]c(=O)[nH]c1=O	.	.	.	5	.	.
CSc1ncc(/C=C2/C(=O)NC(=O)N(C)C2=O)cn1	.	.	.	9	.	.
C=C1C(=O)OC2CC(C)C3C=CC(=O)C3(C)C(O)C12 (centres undefined)	.	.	.	?	.	.
CCCCCCCSc1cc(OC)c(CCN(C)C)cc1OC	.	.	.	-29	.	.
CCN(CC)C(=O)c1ccc2c(c1)C1C(Cl)C(Sc3ccccc3[N+](=O)[O-])CC1C(C(=O)O)N2 (centres undefined)	.	.	.	5	.	.
COc1ccc(C(=O)CN2CCOCC2)cc1F	.	.	.	-16	.	.
CN1CCC(N(C)c2nc(-c3ccc([N+](=O)[O-])cc3)nc3ccccc23)CC1	.	.	.	-35	.	.
CCN(CC)CCCN=Cc1c(O)n(-c2ccccc2F)c(=O)[nH]c1=O	.	.	.	-3	.	.
CCOc1c(P(=S)(N(C)C)N(C)C)c(C)nn1-c1ccccc1	.	.	.	-12	.	.
CCOc1cc(C2NCc3ccccc3-n3cccc32)ccc1O (centres undefined)	.	.	.	15	.	.
Cc1nc2c(=O)n(C)c(=O)nc-2n(C)n1	.	.	.	78*	.	.
Cc1[nH]c2c(C(F)(F)F)cccc2c1CCN	.	.	.	7	.	.
c1ccc(C2OCCN3CCCCC23)cc1 (centres undefined)	.	.	9	.	.	.
O=C(c1ccccc1F)c1cn(Cc2ccccc2)c2ccccc12	.	.	-2	.	.	.
CNC(=O)Oc1ccc(-c2cn3cc(Cl)ccc3n2)cc1	.	.	41	.	.	.
O=C(c1cccn2c(=O)c3ccccc3nc12)N1CCC2(CC1)OCCO2	.	.	-7	.	.	.
Nc1cc(N2CCNCC2)ccc1[N+](=O)[O-]	.	.	5	.	.	.
CN(C)C(=O)OCc1n(C)cc[n+]1C	.	.	-2	.	.	.
CN1C[C@@H]2N[C@H](C1)C2c1ccc(Br)cc1 (some centres undefined)	.	.	.	.	0.5	.
CS(=O)(=O)N1CC2NC(C1)C2c1ccc(Br)cc1 (centres undefined)	.	.	.	.	0.4	.
C=CCN1[C@@H]2CN(S(C)(=O)=O)C[C@H]1C2c1ccccc1 (some centres undefined)	.	.	.	.	0.4&0.2	.
OC[C@@H]1Nc2ccc(C#Cc3cccnc3)cc2[C@@H]2NCC[C@H]12	.	.	.	.	0.0	.
CC(=O)N1C[C@@H]2C(c3ccccc3)[C@H](C1)N2C (some centres undefined)	.	.	.	.	0.2&0.0	.
C=C(C)CSc1nnc([C@@H](N)Cc2c[nH]c3ccccc23)o1	-1	.	.	.	.	-1
O=C(COc1ccccc1)N1CCN(C2CCCC2)CC1	-3	.	.	.	.	2
Cc1ccccc1-c1nc(CS(=O)CC(=O)N2CCC3(CC2)OCCO3)c(C)o1 (centres undefined)	2	.	.	.	.	-1
CCOC(=O)C1CCN(C(C)C(=O)c2c[nH]c3ccccc23)CC1 (centres undefined)	-1	.	.	.	.	0
O=c1[nH]c(=O)n(CCC2=CCCCC2)c(O)c1C=NCCCn1ccnc1	1	.	.	.	.	-1
Cc1ccc(C2=NCC(=O)N(CC(=O)N3CCCCC3)c3sc(C)c(C)c32)cc1	-5	.	.	.	.	5
C=CCn1c(O)c(C=NCCCOc2ccc(CC)cc2)c(=O)[nH]c1=S	2	.	.	.	.	-2
CC(=O)C1C2c3ccccc3OC1(C)N=c1s/c(=C/c3cnn(C)c3)c(=O)n12 (centres undefined)	-5	.	.	.	.	-3
C=CCn1c(O)c(C(CC)=NCCc2ccccc2)c(=O)[nH]c1=O	4	.	.	.	.	3
Nc1c(C(=O)NCc2ccco2)c2nc3ccccc3nc2n1CCN1CCOCC1	0	.	.	.	.	0
C=CC[C@@H](CC/C=C/C=C/CC/C=C\[C@@H]1CSC([C@@H]2C[C@@H]2C)=N1)OC	-48	.	.	.	.	-1
CCCCCCN=C(C)c1c(O)n(CCCC)c(=O)[nH]c1=O	17	.	.	.	.	2
O=C(Nc1ccc(C(F)(F)F)cc1)c1cccn(Cc2ccc3c(c2)OC(F)(F)O3)c1=O	-2	.	.	.	.	-2
CCC(=Nc1ccc2c(c1)CCC2)c1c(O)n(C2CCCCC2)c(=O)[nH]c1=O	9	.	.	.	.	-2
O=c1c2ccccc2nc(-c2ccco2)n1-c1ccccc1	1	.	.	.	.	2
CCOC(=O)N(C)c1ccc(C(O)(C(=O)OCC)C(F)(F)F)cc1 (centres undefined)	-3	.	.	.	.	0
Cn1c(O)c(C(=O)c2ccccc2)c(=O)n(C)c1=O	-7	.	.	.	.	-2
C=CCn1c(O)c(C(C)=Nc2ccc(NC(C)=O)cc2)c(=O)[nH]c1=O	0	.	.	.	.	-1
Cc1ccc2c(c1)N(CCC(=O)N1CCC3(CC1)OCCO3)C(=O)CO2	7	.	.	.	.	3
O=[N+]([O-])c1ccc(N2CCNCC2)cc1NCC1CCCO1 (centres undefined)	-5	.	.	.	.	-2
CCN(CC)CCN=C(C)c1c(O)n(-c2ccccc2OC)c(=O)[nH]c1=O	2	.	.	.	.	-4
CCCCn1c(O)c(C(C)=NCCCN(CC)CC)c(=O)[nH]c1=O	2	.	.	.	.	-2
c1ccc2c(c1)CNc1ccccc1O2	5	.	.	.	.	-3
Cc1ccc(N2C(=O)NC(=O)/C(=C/c3ccc(OC(=O)c4cccs4)cc3)C2=O)cc1	10	.	.	.	.	1
O=C(Cn1c2c(c(-c3ccccc3Cl)cc1=O)CCC2)N1CCC2(CC1)OCCO2	20	.	.	.	.	1
Cc1ccc(CC2C(=O)N(C)C(=O)N(C)C2=O)s1	2	.	.	.	.	0
CC(=NCCO)c1c(O)n(C2CCCCC2)c(=O)[nH]c1=O	3	.	.	.	.	3
New compounds follow:
SMILES	C2C12 statin	S100A4 inh HTS	LGR2 antag	PGC1a acetyl inh	Xi reactivation	Cneo AK release
CCN1CCN(Cc2ccc(C)cc2C)CC1	-4	.	.	.	.	-1
C=CCn1c(O)c(C(=O)CCCCCC)c(=O)[nH]c1=O	6	.	.	-22	.	.
CC(=O)OC1(c2ccc(C)cc2)CN2CCC1c1ccccc12 (centres undefined)	11	.	.	0	.	.
Cc1ccc2c(c1)CC1(CN2C)C(=O)NC(=O)N(c2cccc(C)c2C)C1=O (centres undefined)	-2	.	.	4	.	.
CC1CC2(O)c3no[n+]([O-])c3CCC2N1O (centres undefined)	2	.	.	2	.	.
CCOC(=O)C1C(=O)NC2(C)CC1c1cc(OC)ccc1O2 (centres undefined)	1	.	.	0	.	.
CN1C(=O)N(C)C(=O)C2(Cc3c(ccc4ccccc34)N(C)C2)C1=O	.	.	.	1	.	0
Cc1cccc(N2C(=O)NC(=O)C3(Cc4cc(C)ccc4N(C)C3)C2=O)c1 (centres undefined)	.	.	.	1	.	-1
COCCOC(=O)c1c(N)n(Cc2ccc(OC)cc2)c2nc3ccccc3nc12	.	.	.	-6	.	-1
CCC(=NCCOc1ccc(Cl)cc1)c1c(O)n(C)c(=O)n(C)c1=O	.	.	.	15	.	0
O=C1C2CCCN2C(c2ccc(Cl)c(Cl)c2)N1c1ccccn1 (centres undefined)	.	.	.	3	.	-1
Cn1c(O)c(C=NCCOc2ccc(Cl)cc2)c(=O)n(C)c1=O	.	.	.	4	.	1
CC1(C)C2([N+](=O)[O-])CNCC1([N+](=O)[O-])CNC2	.	.	.	-4	.	1
C#CCOCOCC#CCN(CC)CC	.	.	.	8	.	0
CCCCn1c(O)c(C(C)=NCc2cc(OC)cc(OC)c2)c(=O)[nH]c1=O	.	.	.	4	.	0
Cn1c(O)c(C(=O)c2ccccc2Cl)c(=O)n(C)c1=O	.	.	.	4	.	2
O=c1[nH]c2ccccc2c(=O)n1-c1cccc(Cl)c1	.	.	.	-12	.	-3
CC1(C)NCCN2C(=O)CSC21 (centres undefined)	.	.	.	9	.	2
O=P(C(=Nc1ccc(Cl)cc1)N1CCOCC1)(N1CCOCC1)N1CCOCC1	.	.	.	6	.	0
CCOC(=O)c1cc(C(O)(C(=O)OC)C(F)(F)F)c(/N=C/N(C)C)o1 (centres undefined)	.	.	.	-4	.	3
CCC12C=CCN3CCC4(c5cc(Br)c(OC)cc5N(C)C4C(O)(C(=O)OC)C1OC(C)=O)C32 (centres undefined)	.	.	.	-3	.	0
CSc1ncc(/C=C2/C(=O)NC(=O)N(C3CCCCC3)C2=O)cn1	.	.	.	-5	.	-1
Clc1ccc2c(c1)C(c1ccccc1Cl)=NCc1nncn1-2	.	.	.	5	.	3
Cc1ccc(Cl)cc1-n1c(O)c(C=NCCCN2CCOCC2)c(=O)[nH]c1=O	.	.	.	-4	.	0
O=C(c1cccs1)C1CN2CCC1CC2 (centres undefined)	.	.	.	8	.	2
CN1CCN(CCC(=O)OC2CC3CCC(C2)N3C)CC1 (centres undefined)	.	.	.	-3	.	2
CCOc1cc(/C=C2/C(=O)NC(=O)N(c3ccc(CC)cc3)C2=O)ccc1OC(=O)c1cccs1	.	.	.	12	.	1
CCC(=NCCCn1ccnc1)c1c(O)n(Cc2ccccc2)c(=O)[nH]c1=O	.	.	.	4	.	0
Cc1ccnc(-n2c(C)cc(C=C3C(=O)N(C)C(=S)N(C)C3=O)c2C)c1	.	.	.	3	.	2
O=C1C=Cc2ccccc2C1=O	.	-14	.	.	.	-6
NCCc1c[nH]c2ccc(F)cc12	.	0	.	.	.	-2
Cc1nn(Cc2ccccc2)c(C)c1C=C1C(=O)NC(=O)NC1=O	.	.	36	.	.	1
